Sm TGR inh: qHTS Assay for the Inhibitors of Schistosoma Mansoni Peroxiredoxins | Schistosoma mansoni thioredoxin glutathione reductase (TGR), Q962Y6 | purified TGR, DTNB reduction, TNB absorbance 405 nm | Potency, µM (top dose mostly 114 µM), for inactives: at the top dose activity change, negative = inhibition, hits mostly inhibitors | hit rate 3% among 360,000; further: potency means the concentration at half of the fitted maximal effect; nearly all actives have a fitted effect of over 60% in size
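Kinetic colorimetric format: TGR-catalysed, NADPH-driven DTNB reduction monitored via TNB absorbance. Enzyme dispensed at 20 nM; compound exposure 15 min at room temperature before reaction start.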
AmpC detergent: qHTS Inhibitors of AmpC Beta-Lactamase (assay with detergent). P00811. AmpC hydrolysis of nitrocefin, absorbance 480 nm, 0.01% Triton. Potency, µM (top dose mostly 114 µM), inactives show at the top dose activity change, negative = inhibition, most hits filed as inhibitors. hit rate 0.041% among 370,000. AID 485294, 2010;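 further: potency means the concentration at half of the fitted maximal effect; 0% = no-compound wells and -100% = no-enzyme wells; nearly all actives have a fitted effect of over 25% in size; some results filed as inactive show a strong effect at the top dose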
Target sequence (P00811 whole entry, looked up): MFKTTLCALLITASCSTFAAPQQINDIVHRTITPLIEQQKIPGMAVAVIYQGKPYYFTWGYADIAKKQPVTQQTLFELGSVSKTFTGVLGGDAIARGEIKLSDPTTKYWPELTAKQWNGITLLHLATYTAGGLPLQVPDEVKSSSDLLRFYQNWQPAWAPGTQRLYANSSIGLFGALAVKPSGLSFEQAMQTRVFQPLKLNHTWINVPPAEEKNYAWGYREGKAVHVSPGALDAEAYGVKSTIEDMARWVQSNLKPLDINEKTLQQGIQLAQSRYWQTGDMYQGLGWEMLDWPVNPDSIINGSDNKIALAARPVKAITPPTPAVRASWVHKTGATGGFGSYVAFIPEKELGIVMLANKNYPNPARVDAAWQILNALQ
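20 mM phosphate pH 7.0 + 0.01% (detergent screen) or 0.0001% Triton X-100; 5.3 nM AmpC reagent; cpd preinc 15 min RT; nitrocefin (800 uM stock) to start; A480 q20 s × 4 min; Activity was normalised to no-enzyme and no-compound control wells.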
FBPA Giardia inh: qHTS Assay for Inhibitors of Fructose-1,6-bisphosphate Aldolase from Giardia Lamblia. Potency, µM (doses to about 59.6 µM), for the others: at the top dose activity, negative = inhibition, hits mostly inhibitors. A8B2U2. AID 2451, 2010. purified Giardia FBPA. hit rate 0.71% among 290,000; further: potency means the concentration at half of the fitted maximal effect; nearly all actives have a fitted effect of over 55% in size
Target sequence (A8B2U2 whole entry, looked up): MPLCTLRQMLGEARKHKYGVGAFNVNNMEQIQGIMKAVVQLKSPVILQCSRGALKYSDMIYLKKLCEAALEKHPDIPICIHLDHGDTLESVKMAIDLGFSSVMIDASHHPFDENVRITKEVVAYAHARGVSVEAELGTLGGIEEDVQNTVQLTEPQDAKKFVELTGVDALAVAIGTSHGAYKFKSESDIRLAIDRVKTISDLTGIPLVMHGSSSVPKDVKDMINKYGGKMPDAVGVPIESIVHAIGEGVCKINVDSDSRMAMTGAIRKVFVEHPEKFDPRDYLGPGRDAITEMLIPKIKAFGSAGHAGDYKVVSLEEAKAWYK
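40 nM FBPA preincubated 10 min at RT with compound (up to 57.5 uM final), then substrate plus GAPDH/TPI/NAD/arsenate coupling and diaphorase/resazurin added. Fluorescence read after 20 min at RT, 525/598 nm.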
HCMV antiviral: qHTS Assay for inhibitors of the human cytomegalovirus (HCMV). HFF cells, HCMV-luciferase reporter, 72 h; active compounds read low. activity change, negative = inhibition, % at 57.5 µM. hit rate 4.5% among 410,000. AID 1259415, 2018; in the data active means activity change below about -60%; inconclusive means no clear call, values can overlap the other calls; inactive means above about -39%
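After 16 h attachment at 37C, HFF cells received test compound and HCMV-luciferase (1 PFU/cell); reporter luminescence read 72 h later, data normalized against buffer-only and known inhibitor Salinomycin.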
AmpC inh no detg: qHTS Inhibitors of AmpC Beta-Lactamase (assay without detergent) | P00811 | AmpC nitrocefin hydrolysis, absorbance 480 nm, 0.0001% Triton | Potency, µM (series often up to 57.1 µM), without a hit: top-dose activity change, negative = inhibition, usual class: inhibitors | hit rate 0.52% among 330,000;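 further: potency means the concentration at half of the fitted maximal effect; plate controls were no compound for no effect and no enzyme for full effect; nearly all actives have a fitted effect of over 20% in size; some results filed as inactive show a strong effect at the top dose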
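20 mM phosphate pH 7.0 + 0.01% (detergent screen) or 0.0001% Triton X-100; 5.3 nM AmpC reagent; cpd preinc 15 min RT; nitrocefin (800 uM stock) to start; A480 q20 s × 4 min; Activity was normalised to no-enzyme and no-compound control wells.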
AMA1-RON2 inh: qHTS for Inhibitors of AMA1-RON; Towards Development of Antimalarial Drug Lead: Primary Screen. AID 720542, 2013. Plasmodium falciparum AMA1 (3D7) - RON2 peptide interaction. AlphaScreen AMA1-biotinylated RON2 peptide binding. hit rate 0.2% among 360,000. Potency, µM (doses to about 58.2 µM), inactives show at the top dose activity change, negative = inhibition, actives largely listed as inhibitors;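 further: potency means the concentration at half of the fitted maximal effect; 0% = vehicle wells and -100% = peptide control; nearly all actives have a fitted effect of over 45% in size; some results filed as inactive show a strong effect at the top dose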
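AMA1 (3D7) with his tag at 25 nM final met compounds first, then biotinylated RON2 peptide at 25 nM; detection used donor plus acceptor beads, 10 µg/mL apiece, read by AlphaScreen after 30 min at room temperature.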
Numbers without * were called inactive; ? = inconclusive; / = no result given; & = joins results of further samples; [ ] = remark or other dose. Unless noted, the call rests on the fitted dose curve; in most records, active means well fitted curve in the direction sought with a large enough effect; inconclusive means small, poorly fitted or top-dose-only effect, or another doubt; inactive means no such curve, though single readings can be large; an effect the other way counts as inactive or inconclusive. Unless noted, on the % scale 0 is the no-effect control and ±100 the full control effect.

SMILES	Sm TGR inh	AmpC detergent	FBPA Giardia inh	HCMV antiviral	AmpC inh no detg	AMA1-RON2 inh
Cn1cc(CCC(=O)NC2CC2)c2ccccc21	?	-4%	1%	58	-2%	-4%
O=c1[nH]c(/C=C/c2ccc(Br)cc2)nc2c1cnn2-c1ccccc1	0%	-2%	3%	/	-43%	/
Cc1ccc(OCc2nnc(SCC(=O)N3CCOCC3)n2C)cc1	3%	-5%	2%	-14	2%	-6%
Oc1cccc(C(=S)N2CCC(Cc3ccccc3)CC2)c1	-9%	-5%	15%	46	-27%	-7%
O=C1COc2ccc(S(=O)(=O)N3CCCCC3)cc2N1	-4%	-1%	/	11	-19%	-4%
CCc1ccccc1S(=O)(=O)Cc1ccc(C(=O)NCC2CCCO2)o1 (centres undefined)	40µM*	4%	1%	28	3%	5%
Cc1ccc(S(=O)(=O)NC(CC(=O)NCc2ccco2)c2ccco2)cc1 (centres undefined)	?	3%	-2%	-17	?	-2%
COc1ccc(-n2c(=S)[nH]c3cc(C(=O)NCc4cccnc4)ccc3c2=O)cc1	-5%	-3%	?	17	6%	94%[activator]
O=C(Cn1c2ncccc2c(=O)n1-c1ccccc1)Nc1ccc(Cl)cc1C(F)(F)F	2%	5%	/	32	/	/
N#C/C(=C(/O)COC(=O)COc1ccc(Cl)cc1)c1nc2ccccc2[nH]1	-24%	-3%	-9%	-101*	11µM*	28%
CC(C)OC(=O)Nc1ccc2c(c1)N(C(=O)CCN1CCOCC1)c1ccccc1CC2	-7%[57.1 µM]	-7%	-12%	30	153%[activator]	-3%
Cc1nc2cc(Cl)ccc2c(=O)n1Cc1ccncc1	8%	-20%	2%	28	-2%	-2%
N#CCC(=O)Nc1ccc(C(=O)OCC(=O)c2ccc3c(c2)OCO3)cc1	-5%	-5%	/	8	-45%	-1%
CCCCCCCCCc1nc2sc3c(c2c(=O)n1NC(=O)c1ccc([N+](=O)[O-])cc1)CC(C)(C)OC3	4%	-2%	11%	-13	-29%	5%
Cn1c(CO)cnc1SCC(=O)c1ccc(Cl)cc1	-4%	?	-4%	?	-21%	10%
O=C(OCCCCN1C(=O)c2ccccc2C1=O)c1n[nH]c2ccccc12	1%	0%	-2%	-5	-11%	-5%
C[C@]12c3[nH]c4cc(-c5ccco5)ccc4c3CCN1C(=O)[C@@H](CC(=O)NCC13CC4CC(CC(C4)C1)C3)C[C@@H]2C(=O)N1CCCCC1	/	/	/	-35	73%[activator]	-27%
Cc1cc(C)cc(NC(=O)CSc2nccn2C2CCCC2)c1	0%	8%	/	36	/	/
O=C(O)Cc1ccc(-c2ccccc2)cc1	-6%	1%	7%	49	-22%	9%
COc1ccc(NS(=O)(=O)c2cc3c(cc2C)NC(=O)CO3)c(OC)c1	-2%&-3%	-2%&16%	0%	79&16	-23%	0%
Cc1cc(C(=O)CN2C(=O)NC3(CCCc4sccc43)C2=O)c(C)n1-c1ccccc1 (centres undefined)	-8%	-6%	4%	16	-39%	-2%
O=C(COc1ccccc1Cl)NCCNC(=O)c1ccccn1	4%	?	3%	-22	-6%	6%
COc1ccc(NC(=S)NC(NC(=O)c2cccc3ccccc23)C(Cl)(Cl)Cl)c([N+](=O)[O-])c1 (centres undefined)	-30%	1%	-9%	-17	-41%	-9%
NNC(=O)c1oc2nc(-c3ccccc3)cc(-c3ccco3)c2c1N	-1%	-7%	2%	-27	-7%	28%
Cc1occc1C(=O)N1CCCC(N2CCN(c3cccc(Cl)c3)CC2)C1 (centres undefined)	-35%	-7%	/	-11	122%[activator]	-5%
The list continues:
SMILES	Sm TGR inh	AmpC detergent	FBPA Giardia inh	HCMV antiviral	AmpC inh no detg	AMA1-RON2 inh
CCCCNC(=S)NNC(=O)c1csc(C)c1CC	-21%	-7%	-2%	-15	-39%	31%[activator]
Nn1c(COc2ccccc2F)nnc1SCC(=O)NC1CCS(=O)(=O)C1 (centres undefined)	-5%	?	/	-16	?	-3%
Cc1ccccc1S(=O)(=O)Cc1ccc(C(=O)NCCN(Cc2ccccc2)C(C)C)o1	-34%	2%	/	-25	65%[activator]	-5%
O=C(OC(C(=O)NCc1ccco1)C(OC(=O)c1ccccc1)C(=O)NCc1ccco1)c1ccccc1 (centres undefined)	-34%	-11%	1%	-25	?	-6%
CCN(CC)C(=O)C1CCCN(c2ncnc3onc(C)c23)C1 (centres undefined)	8%	13%	/	-3	/	/
c1ccc(N2CCCCC2)c(Nc2nc3ccccc3n3cnnc23)c1	1%	1%	1%	?	-21%	17%
O=C(NNC(=O)c1ncc(Cl)c(Cl)c1Cl)c1ccc(F)cc1	1%	4%	/	/	-20%	143%[activator]
O=C(NCCc1ccccc1)c1ccccc1[N+](=O)[O-]	17%	-8%	1%	52	-16%	10%
CCOc1ccc(/C=N/NC(=O)c2cc3c(OC)cc(OC)c(OC)c3[nH]2)cc1	-2%	-7%	-7%	-3	29%	6%
O=C(Nc1nc(-c2ccccn2)cs1)C1CCCC1	-9%	-4%	-25%	10	-9%	53%[activator]
CC(C)c1ccc(NC(=O)CN2C(=O)C3(SCC(=O)N3c3ccc(F)cc3)c3ccccc32)cc1 (centres undefined)	13%	-1%	/	-23	/	/
CCCCN(CCCC)S(=O)(=O)c1ccc(C(=O)Nc2sc3c(c2C(N)=O)CCN(CC)C3)cc1	5%	6%	/	?	/	/
O=C(c1ccccc1)c1c[nH]c(C(=O)NCCCn2ccnc2)c1	-19%	-4%	2%	-6	-14%	-1%
O=C(Cn1c(SCC(=O)N2CCc3ccccc32)nc2ccccc21)NC1CCCC1	-10%	0%	0%	-4	-33%	13%
CCC(=O)N1CCc2cc(Br)cc(S(=O)(=O)N3CCCC(C(=O)Nc4cccc(F)c4)C3)c21 (centres undefined)	49%[activator]	24%	/	-24	/	/
Cc1cccn2cc(CCNC(=O)c3ccc(Br)o3)nc12	1%	?	3%	24	-11%	3%
Cc1ccsc1C(=O)C1CCCN(Cc2cccn2-c2ccc(Cl)cn2)C1 (centres undefined)	18%	6%	6%	?	28%	-2%
CC(C)N1CCN(Cc2cnc(N3CCCC3)s2)CC1CCO (centres undefined)	11%	5%	-3%	121	-15%	-4%
O=C1CN(C(=O)c2ccc(Cl)nc2)c2ccccc2N1	7%	5%	-1%	0	-26%	-30%
O=C(CSCc1ccccc1Cl)NN1C(=O)c2ccccc2C1=O	28%	1%	0%	-16	-31%	0%
Cc1c(N2C(=O)/C(=C3/C(=O)N(C)c4ccccc43)SC2=S)c(=O)n(-c2ccccc2)n1C	-2%	0%	-8%	-28	-22%	19%
Cc1[nH]c2ccccc2c1C(=O)COC(=O)Cn1c(C)nc2ccccc21	-1%	-1%	0%	21	252%[activator]	-18%
Cc1c(Br)ccc(NC(=O)c2ccccc2[N+](=O)[O-])c1C	-7%	-2%	3%	?	-2%[2.29 µM]	9%
COc1cccc2cc(C(=O)C3=C(O)C(=O)N(CCN4CCOCC4)C3c3ccc(C(C)(C)C)cc3)oc12 (centres undefined)	?	-5%	/	-34	117%[activator]	25%
COc1ccc(C2=NO[C@H]3C[C@](C(=O)NC(C)C)(S(=O)(=O)c4ccccc4)C[C@@H]23)cc1	?	-11%	-3%	/	-10%	-6%
Continued:
SMILES	Sm TGR inh	AmpC detergent	FBPA Giardia inh	HCMV antiviral	AmpC inh no detg	AMA1-RON2 inh
COc1ccccc1Nc1nnc(SCc2cc(=O)n3ccsc3n2)s1	-3%	1%	?	-22	9%	-10%
COc1cc(OC)cc(-c2nc3n(n2)C(c2ccccc2)C(C(N)=O)=C(C)N3)c1 (centres undefined)	10%	10%	/	-21	/	/
O=C(O)c1cc([N+](=O)[O-])ccc1N1CCCCC1	6%	-3%	-1%	-4	-13%	-2%
Nc1ncnc(Nc2cccc(F)c2)n1	0%	1%	1%	49	-5%	-12%
CC(C)CC(=O)NC(NCC1CCCO1)C(Cl)(Cl)Cl (centres undefined)	-2%	0%	2%	0	-17%	1%
C=CCn1cnc2c(c1=O)c1nc3ccccc3nc1n2/N=C/c1cccc(OC)c1	-8%	-6%	0%	-2	-11%	-4%
CCCCOc1ccc(/C=c2\sc3ncnn3c2=O)cc1	0%	-3%	1%	13	3%	22%
C=CCn1c(-c2ccc(OC)c(OC)c2)cs/c1=N\c1ccccn1	?	?	?	30	18%	23%
O=C(CNC(=O)c1sc2ccccc2c1Cl)Nc1ccccc1F	-8%	-16%	/	?	-4%	1%
CCNS(=O)(=O)c1ccc(C(=O)Nc2ccccc2)cc1	-7%	-1%	6%	-1	-10%	2%
COc1ccccc1CC(=O)NCc1ccc2c(c1)OCO2	4%	5%	-1%	18	0%	-5%
COc1ccc(/C=C2\CCc3ccccc3C2=O)cc1Cn1cccn1	14%	?	-24%	?	2%	-10%
COC(=O)CN1C(CN2CCOCC2)=Nc2ccc(Br)cc2C1c1ccccc1 (centres undefined)	2%	-4%	7%	-32	168%[activator]	4%
C=CCc1cccc(CNc2nc3ccccc3n2CCN2CCOCC2)c1O	1%	1%	-4%	71	29%	-4%
O=C(NCCc1ccc(Cl)cc1Cl)c1cncc(Br)c1	-6%	2%	-5%	10	-27%	-5%
CC(=O)c1cccc(CN2CCCC(C(=O)Nc3ccc(-c4ccco4)cc3)C2)c1 (centres undefined)	?	-3%	5%	?	40%	-14%
O=C(NCc1ccco1)C1CCN(C(=O)N2CCOc3ccccc32)CC1	-5%	17%	/	2	/	/
CC(NC(=O)/C(C#N)=C/c1ccc(OCC(=O)O)cc1)c1ccccc1 (centres undefined)	-10%	?	-8%	23	-12%	-3%
CCOc1ccc2c(c1)C(C)=CC(C)(C)N2S(=O)(=O)c1ccc(NC(C)=O)cc1	-23%	-6%	3%	?	54%	-2%
CC1=Nc2cc(C(=O)O)ccc2Sc2ccc(C)cc21	0%	3%	30%	-11	-24%	10%
CCOc1ccc(S(=O)(=O)N2CCCCC2)cc1NC(=O)CN1C(=O)NC(CC)(c2ccccc2)C1=O (centres undefined)	-7%	2%	/	-17	282%	12%

Fetched by compound from above, 6 records:
SMILES	Sm TGR inh	AmpC detergent	FBPA Giardia inh	HCMV antiviral	AmpC inh no detg	AMA1-RON2 inh
COc1ccc(NC(=S)NC(NC(=O)c2cccc3ccccc23)C(Cl)(Cl)Cl)c([N+](=O)[O-])c1 (centres undefined)	-30%	1%	-9%	-17	-41%	-9%
Cc1ccc(OCc2nnc(SCC(=O)N3CCOCC3)n2C)cc1	3%	-5%	2%	-14	2%	-6%
N#CCC(=O)Nc1ccc(C(=O)OCC(=O)c2ccc3c(c2)OCO3)cc1	-5%	-5%	/	8	-45%	-1%
O=C(O)Cc1ccc(-c2ccccc2)cc1	-6%	1%	7%	49	-22%	9%
COc1ccc(-n2c(=S)[nH]c3cc(C(=O)NCc4cccnc4)ccc3c2=O)cc1	-5%	-3%	?	17	6%	94%[activator]
O=C(NCCc1ccccc1)c1ccccc1[N+](=O)[O-]	17%	-8%	1%	52	-16%	10%

Screens from PubChem BioAssay.
